# Bioassay records: PubChem, National Center for Advancing Translational Sciences (NCATS)
# A-T KAP1 phos: qHTS Assay for Identifying a Potential Treatment of Ataxia-Telangiectasia; Potency, µM (doses to about 57.5 µM), without a hit: at the highest dose activation, hits mostly activators; 320,000 tested, 0.19% active; […] A-T fibroblasts, KAP-1 phosphorylation AlphaLISA; neocarzinostatin DNA damage 30 min before lysis; note: potency is the fitted concentration of half-maximal effect; % of control where 0% means no effect; nearly all actives have a fitted effect of over 45% in size
#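 ATM-like activity read as KAP-1 phosphorylation via AlphaLISA donor/acceptor antibody pairs after lysis and 6 hr at 25C. Cells were ATM-null patient fibroblasts ([…], hTERT), dosed 60 min, then exposed to the DSB inducer NCS for 30 min.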
# KCNH2 3.1 block: qHTS for Inhibitors of KCHN2 3.1: Mutant qHTS | Potassium voltage-gated channel subfamily H member 2, brain isoform KCNH2 3.1 (human) | U2OS KCNH2 3.1, thallium flux FluxOr; active compounds read low | activity change, % (tested at about 1.8 µM) | 340,000 tested, 0.95% active;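 active = maximum activity change below -70%; inconclusive = maximum activity change from -70% to -50%; inactive = maximum activity change above -50%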;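 note: thallium influx rate constant from kinetic fluorescence after stimulation buffer; % is set by controls: 0 for no effect and ±100 for the full control effect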
#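 Normalized rate constant (relative to positive and negative DMSO controls) derived from a 2 min kinetic fluorescence read after stimulation; U2OS cells expressing the 3.1 isoform via virus at 1.77 x 10^8 /mL.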
# USP2a inh: qHTS Assay for Inhibitors of Ubiquitin-specific Protease USP2a Using CHOP2 as the Reporter; USP2 core, Ub-CHOP2 coupled fluorogenic reporter, 485/531; Potency, µM (series often up to 38.3 µM), without a hit: top-dose activity change, negative = inhibition, hits mostly inhibitors; 330,000 tested, 0.01% active; AID 463254, 2010;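 note: potency is the fitted concentration of half-maximal effect; plate controls were DMSO wells for no effect and full inhibition by NEM control for full effect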
# Target sequence (O75604 whole entry, looked up): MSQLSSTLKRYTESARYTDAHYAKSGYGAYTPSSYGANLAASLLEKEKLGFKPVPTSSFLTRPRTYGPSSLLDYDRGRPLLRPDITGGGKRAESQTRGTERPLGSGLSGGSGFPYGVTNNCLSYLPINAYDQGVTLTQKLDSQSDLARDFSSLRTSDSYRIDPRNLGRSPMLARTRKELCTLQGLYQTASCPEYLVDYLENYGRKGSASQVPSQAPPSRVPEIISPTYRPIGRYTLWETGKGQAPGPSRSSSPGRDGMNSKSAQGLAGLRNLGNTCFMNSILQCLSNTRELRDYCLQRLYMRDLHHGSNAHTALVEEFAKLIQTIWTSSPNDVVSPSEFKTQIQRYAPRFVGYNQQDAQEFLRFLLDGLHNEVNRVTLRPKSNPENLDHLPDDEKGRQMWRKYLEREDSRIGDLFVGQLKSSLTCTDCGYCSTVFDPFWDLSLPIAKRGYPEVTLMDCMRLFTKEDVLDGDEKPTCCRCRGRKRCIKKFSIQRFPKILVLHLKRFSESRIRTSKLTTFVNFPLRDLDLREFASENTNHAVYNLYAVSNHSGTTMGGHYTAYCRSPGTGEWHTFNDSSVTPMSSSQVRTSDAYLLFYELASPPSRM
#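 Cell-free coupled assay: 10nM USP2 core preincubated 30min RT with compound in Tris-HCl pH 8.0/CaCl2/CHAPS buffer, then 25nM Ub-CHOP2 and 25nM reporter substrate; fluorescence (Ex 485/Em 531) read after 60min RT, normalized to NEM inhibition, concentration-response curves fitted.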
# KCNH2 WT inh: qHTS for Inhibitors of KCHN2 3.1: Wildtype qHTS; Voltage-gated inwardly rectifying potassium channel KCNH2 (Homo sapiens), Q12809; U2OS, BacMam KCNH2, thallium flux FluxOr; active compounds read low; activity change, % at 1.84 µM; 340,000 tested, 0.37% active;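 active = maximum activity change below -70%; inconclusive = maximum activity change between -70% and -50%; inactive = maximum activity change above -50%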; note: % is set by controls: 0 for no effect and ±100 for the full control effect
#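 U2OS cells were transduced with wild-type KCNH2 virus (2.03 x 10^8 / mL) for 4 h at room temperature, then cultured overnight at 37 C. Thallium flux was read with FluxOr dye. Rate constants were normalized to DMSO controls.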
# TSHR antag: Antagonists of the Thyroid Stimulating Hormone Receptor: HTS campaign | 330,000 tested, 0.2% active | Thyrotropin receptor (Homo sapiens), P16473 | TSHR-expressing cells, TSH-stimulated cAMP HTRF, 2 h; active compounds read low | activity change, negative = inhibition, % at 11.5 µM;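 active = activity change below a set negative limit, meaning inhibition stronger than a set level, cut at about -70% in these data; inconclusive = activity change between two set negative limits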; note: % is set by controls: 0 for no effect and ±100 for the full control effect
#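 Freshly harvested TSHR cells receive pin-tooled compound, then EC80 TSH at 4nM final. After 2 hours at 37 deg C, antibody in lysis buffer and cAMP-d2 are added; 30 minutes at ambient temperature precede the HTRF read.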
# Mito fusion yeast: qHTS Assay for Small Molecule Inhibitors of Mitochondrial Division or Activators of Mitochondrial Fusion | 320,000 tested, 0.23% active | Potency, µM (series often up to 46.1 µM), without a hit: at the highest dose growth rescue (activation), hits mostly activators | S. cerevisiae fusion-defective mutant growth rescue, CellTiterGlo 48 h;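 note: potency is the fitted concentration of half-maximal effect; % of control where 0% means no effect; nearly all actives have a fitted effect of over 45% in size; temperature-sensitive fusion mutants such as fzo1-1 at 37 °C on non-fermentable ethanol glycerol medium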
#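 Yeast fusion mutant, YPEG (non-fermentable carbon), compound, 48 h at 37C non-permissive; CellTiterGlo added, 10 min RT, luminescence read. Rescued growth = division inhibition.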
# Eya2 phos inh: qHTS Assay for Inhibitors of the Phosphatase Activity of Eya2; Protein phosphatase EYA2 (Homo sapiens), O00167; recombinant Eya2, OMFP fluorescence dephosphorylation (OMFP is methylfluorescein phosphate); Potency, µM (highest dose often 76.9 µM), for the others: at the top dose activity, negative = inhibition, actives largely listed as inhibitors; 330,000 tested, 0.006% active; note: potency is the fitted concentration of half-maximal effect; % is set by controls: 0 for no effect and ±100 for the full control effect
# Target sequence (O00167 whole entry, looked up): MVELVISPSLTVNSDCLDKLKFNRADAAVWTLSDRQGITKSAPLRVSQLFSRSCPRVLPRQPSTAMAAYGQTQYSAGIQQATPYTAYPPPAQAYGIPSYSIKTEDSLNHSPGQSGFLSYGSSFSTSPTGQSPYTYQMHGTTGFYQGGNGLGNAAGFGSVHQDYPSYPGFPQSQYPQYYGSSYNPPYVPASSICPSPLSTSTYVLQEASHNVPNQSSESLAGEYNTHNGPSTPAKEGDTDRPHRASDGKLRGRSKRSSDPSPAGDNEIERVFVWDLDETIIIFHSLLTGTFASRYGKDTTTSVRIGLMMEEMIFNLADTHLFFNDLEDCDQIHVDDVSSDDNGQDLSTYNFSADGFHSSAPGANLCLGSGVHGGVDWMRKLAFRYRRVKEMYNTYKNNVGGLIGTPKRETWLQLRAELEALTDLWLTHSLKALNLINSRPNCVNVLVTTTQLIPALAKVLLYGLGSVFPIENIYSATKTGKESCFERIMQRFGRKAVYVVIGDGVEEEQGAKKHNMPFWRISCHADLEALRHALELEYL
#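 Eya2 protein (added as 0.2 uM solution) was preincubated with compound for 10 min at ambient temperature in 50 mM HEPES pH 7.5, 50 mM NaCl, 5 uM MgCl2, 0.05% BSA, 1 mM DTT. OMFP (added at 50 uM) then reacted 10 min; fluorescence read at 485/525 nm.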
# ELG1 DNA repair: qHTS screen for small molecules that inhibit ELG1-dependent DNA repair in human embryonic kidney (HEK293T) cells expressing luciferase-tagged ELG1; HEK293T ELG1-luciferase reporter, luminescence, 16 h; DNA damage induced by 5-fluorouridine; Potency, µM (series often up to 46.1 µM), without a hit: top-dose activity change, negative = inhibition, hits mostly inhibitors; 330,000 tested, 2.3% active; note: potency is the fitted concentration of half-maximal effect; % is set by controls: 0 for no effect and ±100 for the full control effect; nearly all actives have a fitted effect of over 55% in size
#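 DMSO vehicle served as the neutral condition. Each well held 2,000 cells given 5-fluorouridine plus compound; after 16 hr at 37 °C/5% CO2, ONE-Glo was added and luciferase measured 30 min later.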
# TRPV1 agonist: HTS Assay for Compounds that Act as Agonists of the Vanilloid Receptor 1; TRPV1-expressing cells, Fluo-8 calcium influx, agonist mode; activation, % at 8.33 µM; 320,000 tested, 0.19% active; AID 540275, 2011; in the data active = activation above about 80%; inconclusive = between about 30% and that limit; note: 0% is about no effect
#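 TRPV1-expressing cells were cultured overnight at 35.5C and loaded with Fluo-8 calcium dye for 40 to 90 min at room temperature. After a 10 s baseline, compound was added and calcium influx was read kinetically for 3 min (ex 480/em 520 nm).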
# TCR activator: Activators of T cell receptors: qHTS campaign. primary human leukocytes, anti-CD3, IL-2 HTRF, 48 h. Potency, µM (titrated, usually from 9.22 µM), for inactives: top-dose activation of IL-2 secretion, hits mostly activators. 330,000 tested, under 10 active. AID 504894, 2011; note: % of control where 0% means no effect
#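 Primary human leukocytes incubated 48 hr with anti-CD3 beads plus compound, without co-stimulation. Secreted IL-2 measured by HTRF (europium cryptate/d2 anti-IL-2 pair, 320 nm excitation, 665 nm emission).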
# * = called active by the depositor; ? = inconclusive; . = not tested or not shown; [ ] = dose if it differs, or a comment. Unless noted, calls come from the whole dose curve; as a rule, active = well fitted curve in the direction sought with a large enough effect; inconclusive = small, poorly fitted or top-dose-only effect, or another doubt; inactive = no such curve, though single readings can be large; an effect the other way counts as inactive or inconclusive. Not all compounds are listed; rates above refer to the full screens.
SMILES,A-T KAP1 phos,KCNH2 3.1 block,USP2a inh,KCNH2 WT inh,TSHR antag,Mito fusion yeast,Eya2 phos inh,ELG1 DNA repair,TRPV1 agonist,TCR activator
O=C(CCC(=O)c1cccs1)NNC(=O)c1ccc(Cl)cc1,-5.3%,-0.2,1.7%,-4.7,-1.6,2.9%,5.6%,?,-0.8,12.7%
COC(=O)c1c(NC(=O)C2CC(C)=C(C)CC2C(=O)O)sc2c1CCCCC2 (stereo not drawn),2.3%,-0.9,2.5%,-11.1,2.3,0.1%,-2.1%,-0.1%,-0.1,1.0%
CCn1c(SCc2ccc(C(=O)Nc3cc(C)cc(C)c3)cc2)nnc1-c1ccncc1,-1.0%,-6.3,-0.8%,1.5,-10.9,2.7%,-20.7%,?,0.4,2.0%
O=C(Cc1csc(-c2ccc(F)cc2)n1)Nc1cccc(S(=O)(=O)NC2=NCCC2)c1,-2.6%,-4.7,-1.6%,-3.6,-39.5,0.2%,-29.9%,?,2.0,4.7%
CSc1nc(SC)c2c3c(oc2n1)COC(C)(C)C3,6.7%,35.9,0.5%,4.3,-10.3,16.4%,9.0%,10.9%,15.3,.
CN1CCN(c2nc3c(c(=O)n(C)c(=O)n3C)n2CC(N)=O)CC1,11.4%,-5.7,2.0%,-4.9,26.9,-2.5%,5.6%,4.8%,-1.7,-2.4%
O=C(NCCc1cccc(F)c1)C1CCCN(c2nc3ccccc3s2)C1 (stereo not drawn),-6.5%,-13.4,-4.8%,-5.0,-6.9,12.1%,10.4%,-11.3%,1.0,-1.3%
COCCn1c(SCC(=O)Nc2cc(C)cc(C)c2)nc2ccccc2c1=O,10.4%,-31.1,5.5%,9.3,-13.0,0.9%,-10.9%,?,0.4,-9.0%
Cc1noc(NS(=O)(=O)c2ccc(NC(=O)c3oc4ccc(F)cc4c3C)cc2)c1C,-1.6%,2.9,-0.7%,-2.8,-18.4,-0.2%,3.8%,?,2.5,1.9%
COc1ccc(OCCSc2nc(-c3ccccc3)cc(=O)[nH]2)cc1,1.5%,-10.4,-1.0%,-2.7,-12.3,15.2%,11.4%,16.8%,0.0,-1.5%
COCCn1c(N)c(C(=O)Nc2sc3c(c2C(=O)OC)CCCC3)c2nc3ccccc3nc21,-0.6%,2.5,0.5%,3.2,-8.6,18.5%,10.1%,7.3%,.,6.7%
Cc1cc(C)c(NC(=O)Cn2c([N+](=O)[O-])cnc2C)c(C)c1,-27.3%,-0.2,0.3%,-6.6,5.3,1.4%,3.3%,7.0%,-3.4,8.6%
CCN(C(C)=O)N(CC)c1nc(Cl)nc(NC(C)C)n1,-5.5%,-2.4,-1.0%,-1.6,12.5,-1.3%,1.4%,2.8%,0.1,-0.5%[46.1 µM]
COc1cccc2cc(-c3cc(=O)oc4cc(C)c(OCC(C)=O)cc34)oc12,11.2%,4.1,1.8%,6.4,25.7,21.7%,0.3%,5.17µM*,-1.5,-8.1%
Cc1ccc(C(=O)CC(=O)COc2ccc(Cl)cc2C)cc1,13.0%,14.3,-3.6%,-4.5,-5.5,15.5%,-6.3%,26.3%,-0.6,0.9%[46.1 µM]
Cc1ccc(NC(=O)C2=CC=CN3CCS(=O)(=O)N=C23)cc1,-2.5%,5.5,0.6%,0.4,-4.8,-2.9%,2.7%,?,-0.2,-0.1%
Cc1cc(C)c2nc(C(F)(F)F)nc(N3CC(C)OC(C)C3)c2c1 (stereo not drawn),.,5.3,.,-2.5,.,-3.6%,.,.,0.4,-3.6%
O=C1C=C(c2ccc3c(c2)OCO3)C[C@@H](c2ccc3c(c2)OCO3)C1,1.4%,.,1.0%,.,-11.3,-4.5%,-8.3%,0.1%,?,6.8%
Cc1cc(C)n(-c2ncnc3ccccc23)n1,1.7%,-5.0,-1.4%,-7.9,1.3,-2.5%,6.8%,-8.7%,-5.2,1.8%
Cc1cc(C(=O)O)cc(S(=O)(=O)Nc2c(C)nn(C)c2C)c1C,-11.3%,8.9,1.1%,1.8,-5.6,.,4.0%,-2.0%,.,-1.4%[46.1 µM]
CC(C)Sc1nnc(NC(=O)CCc2ccccc2)s1,1.8%,8.0,-1.9%,9.0,-5.6,-5.8%,23.9%,-1.3%,-3.0,4.8%
Cc1nc2nc(SCC(=O)c3ccc([N+](=O)[O-])cc3)[nH]c2cc1Br,-0.8%,-4.1,2.9%,0.0,-3.9,-4.4%,-2.7%,10.8%,-6.7,-5.3%[46.1 µM]
CCOC(=O)c1ccc(NC(=O)Nc2c(C)n(C)n(-c3ccccc3)c2=O)cc1,-4.9%,-4.3,0.1%,3.4,6.1,-1.8%,-9.2%,2.7%,-1.7,3.6%
Cc1cc(C)c(-n2c(SCc3nc4ccccc4s3)n[nH]c2=O)c(C)c1,12.1%,-21.7,2.4%,-7.1,-28.7,5.8%,2.4%,-23.8%,0.1,3.0%
Fc1ccc(-c2csc(NC(=S)Nc3ccccc3)n2)cc1,-9.1%,0.9,3.7%,-7.7,-7.1,-13.3%,?,2.3%,24.1,10.4%
COc1cccc(C2C(C(=O)c3cccs3)=C(O)C(=O)N2CCN(C)C)c1OC (stereo not drawn),4.5%,21.0,2.6%,-10.4,5.4,0.7%,-17.1%,16.3%,0.4,-5.3%
CCOC(=O)Cc1csc(N/N=C\c2ccccc2OC)n1,12.9%,7.2,-0.8%,-7.0,-1.3,-20.3%,-5.1%,13.3%,2.2,-0.5%
O=c1[nH]snc1N1CCOCC1,-4.8%,3.9,0.3%,-7.8,-5.0,-1.2%,15.8%,?,-0.4,-3.7%
Cc1ccc(S(=O)(=O)N(CC(=O)NCCC2=CCCCC2)Cc2ccccc2F)cc1,-0.9%,-5.3,2.1%,0.3,.,2.6%,-6.4%,-16.2%,?,-0.5%
N#Cc1c(-c2c(Cl)cccc2Cl)noc1/C=C/Nc1ccc(C(=O)O)cc1,2.6%,-9.4,-1.4%,2.2,-13.5,-7.4%,?,-2.1%,13.5,-0.3%
N#CC(C(=O)c1ccc(S(=O)(=O)N2CCCCCC2)cc1)c1nc2ccccc2[nH]1 (stereo not drawn),-6.0%,-8.0,0.1%,-10.2,-34.0,4.4%,2.2%,?,17.0,6.0%
Cc1cc(N2CCOCC2)n2cc(-c3ccc(F)cc3)nc2n1,-0.1%,4.2,-0.2%,9.0,3.3,2.3%,-4.4%,-1.7%,0.4,-6.0%
Cc1noc(C)c1C(=O)Nc1ccc(F)cc1F,-1.4%,-4.6,-0.3%,-4.7,3.2,0.0%,-17.7%,-1.8%,-0.5,3.7%
Cc1ccc(-c2nn(CC(=O)NCCN3CCOCC3)c(=O)c3ccccc23)cc1,4.6%,12.4,3.5%,-10.2,4.7,-3.6%,9.1%,2.9%,-0.3,0.8%
CC(=O)c1nc(-c2ccccc2)sc1C,-2.3%,-10.5,0.0%,-12.5,3.0,3.7%,9.5%,14.8%,2.4,2.5%
CCc1ccc(OCCCC(=O)Nc2ccc(N3CCOCC3)cc2)cc1,1.3%,1.9,1.3%,.,26.0,4.9%,-10.1%,5.2%,1.0,1.4%
CCN(c1ccccc1)S(=O)(=O)c1ccc(Cl)c(NC(=O)CN2CCCCCC2)c1,2.8%,-28.7,-14.9%,13.5,-15.2,-7.7%,-3.0%,16.4µM*,?,2.4%
Cc1cccc2cc(C3CC(c4ccco4)=NN3S(=O)(=O)c3ccccc3)c(Cl)nc12 (stereo not drawn),-0.7%,-23.4,0.9%,0.6,-3.5,21.8%,1.6%,0.1%,0.3,0.5%[46.1 µM]
O=C(O)C1C2C=CC(C2)C1C(=O)NCc1ccc(Cl)c(Cl)c1 (stereo not drawn),-4.3%,9.3,1.1%,-32.5,-3.7,8.0%,-3.6%,-11.5%,19.5,1.6%[46.1 µM]
COc1ccccc1Oc1cn[nH]c1-c1ccc(OCC(=O)NN)cc1O,-4.5%,-10.8,2.1%,-15.1,0.2,8.4%,13.0%,-17.9%,1.1,-8.4%
Fc1ccc(CNc2ccccn2)cc1,-18.9%,10.3,0.3%,7.0,13.6,-1.8%,-10.0%,?,1.3,3.0%
CCC(C)(C)NC(=O)Cn1c(-c2ccccc2)cc(C(C)=O)c1C,-0.2%,2.1,-0.8%,-2.4,0.9,16.1%,0.8%,11.3%,3.6,2.4%
CCOC(=O)C1CCN(Cc2ccc(C(=O)OC)cc2)CC1,2.7%,-24.4,0.5%,-2.2,-1.1,0.3%,-1.4%,-12.1%,-1.4,2.0%
